# POLK inh: DNA polymerase kappa (human) inhibition; purified Pol kappa, fluorescent DNA synthesis assay, 10 min; Potency, µM (top dose mostly 107 µM), inactives show at the top dose activity, negative = inhibition, most hits filed as inhibitors; 400,000 tested, 0.53% active; AID 588579
# Target sequence (Q9UBT6 whole entry, looked up): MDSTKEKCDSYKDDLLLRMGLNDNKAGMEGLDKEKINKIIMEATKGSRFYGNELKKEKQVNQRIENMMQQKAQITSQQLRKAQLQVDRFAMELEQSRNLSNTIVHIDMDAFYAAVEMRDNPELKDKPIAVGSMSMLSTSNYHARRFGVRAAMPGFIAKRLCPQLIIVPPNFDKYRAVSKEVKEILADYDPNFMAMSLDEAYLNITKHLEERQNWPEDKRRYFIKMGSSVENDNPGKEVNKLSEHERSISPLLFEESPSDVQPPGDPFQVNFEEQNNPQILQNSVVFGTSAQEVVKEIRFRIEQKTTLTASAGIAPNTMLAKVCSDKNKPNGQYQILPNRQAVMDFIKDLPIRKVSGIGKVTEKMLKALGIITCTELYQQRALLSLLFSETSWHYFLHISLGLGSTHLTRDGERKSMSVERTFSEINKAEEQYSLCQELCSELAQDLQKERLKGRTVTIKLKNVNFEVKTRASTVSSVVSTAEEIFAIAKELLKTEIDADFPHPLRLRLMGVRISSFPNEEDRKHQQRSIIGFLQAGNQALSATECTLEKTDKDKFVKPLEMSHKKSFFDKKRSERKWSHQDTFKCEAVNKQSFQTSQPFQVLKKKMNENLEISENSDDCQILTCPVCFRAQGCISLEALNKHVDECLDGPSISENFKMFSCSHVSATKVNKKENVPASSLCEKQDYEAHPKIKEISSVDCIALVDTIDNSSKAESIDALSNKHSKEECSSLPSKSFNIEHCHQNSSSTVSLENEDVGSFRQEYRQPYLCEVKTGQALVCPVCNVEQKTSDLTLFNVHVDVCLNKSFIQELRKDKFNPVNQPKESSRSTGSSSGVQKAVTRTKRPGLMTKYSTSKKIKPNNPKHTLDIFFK
#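 Fluorescent qHTS in 1536-well format: enzyme (10 nM) and compound sat 15 min at room temperature before 50 nM substrate (final) was added. Signal taken at 0 and 10 min; no-enzyme buffer wells were negative controls.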
# APE1 inh: inhibitors of human APE1 endonuclease; Potency, µM (series often up to 65.8 µM), inactives show at the top dose activity change, negative = inhibition, most hits filed as inhibitors; AID 2517; recombinant APE1, TAMRA/BHQ-2 abasic DNA cleavage fluorescence; P27695; 350,000 tested, 0.35% active;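 note: plate controls were vehicle for no effect and reference inhibitor for full effect; nearly all actives have a fitted effect of over 55% in size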
#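 Endonuclease cleavage of a quenched abasic-site DNA duplex (50 nM) by APE1 (0.75 nM) was tracked by TAMRA dequenching. Compounds were preincubated with enzyme 15 min at room temperature; data normalized to buffer-only and DMSO wells plus NSC13755 control.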
# 12-LOX inh: blocks human arachidonate 12S-lipoxygenase. P18054. purified 12hLO, xylenol orange hydroperoxide absorbance. Potency, µM (top dose mostly 108 µM), for the others: at the highest dose activity change, negative = inhibition, actives largely listed as inhibitors. 580,000 tested, 1.1% active. AID 1671190
#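 Hydroperoxide product was detected by ferrous iron/xylenol orange as the 573 to 405 nm absorbance ratio. Arachidonic acid at 40 uM (final) was turned over for 30 min at room temperature by 150 nM human 12hLO, pH 7.0 Hepes buffer, after 15 min compound preincubation.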
# * = called active by the depositor; ? = inconclusive; [ ] = remark or other dose. Calls come from the whole dose curve; as a rule, active = well fitted curve in the direction sought with a large enough effect; inconclusive = small, poorly fitted or top-dose-only effect, or another doubt; inactive = no such curve, though single readings can be large; an effect the other way counts as inactive or inconclusive. Unless noted, % is set by controls: 0 for no effect and ±100 for the full control effect; potency is the fitted concentration of half-maximal effect. An excerpt. The share of hits here may be higher or lower than overall.
SMILES,POLK inh,APE1 inh,12-LOX inh
COCCn1c(=O)c(-c2cccs2)nc2cnc(OC)nc21,4%[60.1 µM],-4%,?
Cc1cnc(CNc2cc(-c3c(C)noc3C)ncn2)cn1,0%[60.1 µM],-2%,-21%
COCCn1c(=O)c(-c2ccc(OC)cc2)nc2cnc(N3CCN(C)CC3)nc21,-3%[60.1 µM],14%,?
COc1ncc2nc(-c3ccc(F)cc3)c(=O)n(C3CC3)c2n1,3%[60.1 µM],21%,338%[activator]
CN(C)c1ncc2nc(-c3ccc(F)cc3)c(=O)n(-c3ccccc3)c2n1,4%[60.1 µM],-8%,0%
O=C(Oc1ccccc1)N1CCC2(CCCN(c3ccccc3)C2)CC1,-4%[60.1 µM],17%,6%[57.4 µM]
COc1cccc(Cn2c(=O)c(-c3cccc(Cl)c3)nc3cncnc32)c1,-6%[60.1 µM],0%,?
CCNc1ncc2nc(-c3ccccc3)c(=O)n(Cc3cccs3)c2n1,8%[60.1 µM],17%,?
Cn1c(=O)c(-c2cc(F)cc(F)c2)nc2cnc(Oc3ccccc3)nc21,5%[60.1 µM],1%,?
CN(C)c1ccc(-c2cncnc2NCc2cccnc2)cc1,5%[60.1 µM],1%,-7%
O=S(=O)(c1ccccc1)N1CCC2(CCN(Cc3ccncc3)CC2)CC1,2%[60.1 µM],20%,-3%[57.4 µM]
Cn1cccc1C(=O)N1CCC2(CCN(C(=O)Nc3cccc(F)c3)CC2)CC1,9%[60.1 µM],-4%,1%[57.4 µM]
O=C(c1cccc(F)c1)N1CCC2(CCN(Cc3nccs3)CC2)CC1,-11%[60.1 µM],4%,0%[57.4 µM]
CN(C)c1ncc2nc(-c3ccc(F)cc3)c(=O)n(Cc3ccc(F)cc3)c2n1,2%[60.1 µM],2%,?
CC(C)CN1CCCC2(CCN(C(=O)c3ccco3)CC2)C1,6%[60.1 µM],2%,2%[57.4 µM]
O=c1c(CCc2ccccc2)nc2cnc(Oc3ccccc3)nc2n1C[C@H]1CCCO1,-9%[60.1 µM],3%,0%
Cn1c(=O)c(-c2ccc(F)cc2)nc2cnc(N3CCOCC3)nc21,3%[60.1 µM],0%,0%
O=C(c1cccc(F)c1)N1CCC[C@@]2(CCN(c3ccncc3)C2)C1,2%[60.1 µM],-3%,?
COc1ccc(C(=O)N2CCC[C@@]3(CCN(C)C3)C2)cc1,-3%[60.1 µM],-5%,-8%[57.4 µM]
COc1cccc(-c2cncnc2NCc2cccs2)c1,0%[60.1 µM],-2%,?
CNc1ncnc2ccc(-c3ccc4c(c3)OCO4)cc12,-3%[60.1 µM],-10%,?
COc1ccc(C(=O)N2CCC[C@@]3(CCN(c4ncccn4)C3)C2)cc1,6%[60.1 µM],3%,-11%[57.4 µM]
O=c1c(-c2cccc(F)c2)nc2cncnc2n1Cc1ccccc1Cl,-2%[60.1 µM],-4%,0%
CC(C)CN1CC2(CCN(C(=O)c3ccco3)CC2)C1,-11%[60.1 µM],2%,6%[57.4 µM]
CN(C)c1ncnc2ccc(-c3ccccc3C(F)(F)F)cc12,0%[60.1 µM],-1%,-11%
CS(=O)(=O)N1CCC2(CC1)CN(Cc1ccc(C#N)cc1)C2,-3%[60.1 µM],20%,8%[57.4 µM]
Cn1cc(-c2nc3cnc(Oc4cccc(Cl)c4)nc3n(C3CC3)c2=O)c2ccccc21,2%[60.1 µM],-5%,159%[activator]
O=C(c1cnccn1)N1CCC2(CC1)CN(c1ccccc1)C2,5%[60.1 µM],0%,4%[57.4 µM]
N[C@@H](C(=O)O)c1ccc(P(=O)(O)O)cc1,-4%[19.4 µM],-3%,230%[activator]
Cn1cccc1C(=O)N1CCC2(CC1)CCN(c1ccccc1)CC2,-3%[60.1 µM],2%,?
COc1ccccc1CN1CC2(CCN(C(=O)c3ccncc3)CC2)C1,-5%[60.1 µM],7%,2%[57.4 µM]
N#CCCn1c(=O)cnc2cnc(N3CCNCC3)nc21,6%[60.1 µM],4%,-7%
CN(C)c1ncc2nc(CCc3ccccc3)c(=O)n(CCc3ccccc3)c2n1,-2%[60.1 µM],1%,?
COc1ccccc1CNc1cc(-c2ccc(C(=O)N(C)C)cc2)ncn1,10%[60.1 µM],0%,-29%
CN(C)c1nc(-c2ccccc2C(F)(F)F)nc2ccccc12,0%[60.1 µM],-5%,-10%
FC(F)(F)c1cc(CN2CCC3(CCNCC3)CC2)cc(C(F)(F)F)c1,-2%[60.1 µM],1%,4%[57.4 µM]
COc1ccc(-c2nc3cnc(N4CCN(C)CC4)nc3n(Cc3cccs3)c2=O)cc1,-2%[60.1 µM],-4%,?
Cc1cnc(CNc2ncncc2-c2cccnc2)cn1,2%[60.1 µM],0%,-25%
c1cncc(-c2nc(-n3ccnc3)c3ccccc3n2)c1,3%[60.1 µM],?,?
CNc1cc(-c2ccccc2C(F)(F)F)ncn1,2%[60.1 µM],2%,?
Cc1ccccc1-c1cc(Nc2ccccc2)ncn1,-5%[60.1 µM],0%,?
CCNc1ncc2ncc(=O)n(Cc3cccc(OC)c3)c2n1,2%[60.1 µM],1%,0%
COCCn1c(=O)c(-c2cccs2)nc2cnc(Nc3ccccc3)nc21,-13%[60.1 µM],9%,?
O=C(c1ccncc1)N1CCC[C@@]2(CCN(Cc3cc(C(F)(F)F)cc(C(F)(F)F)c3)C2)C1,-3%[60.1 µM],3%,-2%[57.4 µM]
CN(C)c1ncc2nc(-c3cc(F)cc(F)c3)c(=O)n(C)c2n1,?,-10%,26%
COc1ncc2nc(-c3ccc(F)cc3)c(=O)n(-c3ccccc3)c2n1,1%[60.1 µM],-3%,0%
CCNc1ncc2nc(-c3ccccc3)c(=O)n(CCC#N)c2n1,3%[60.1 µM],-7%,-18%
COc1ccc2[nH]cc(CCNc3ncncc3-c3ccc(C(=O)N(C)C)cc3)c2c1,6%[60.1 µM],14%,-11%
COc1ccc(-n2c(=O)c(-c3ccc(Cl)cc3)nc3cnc(N4CCNCC4)nc32)cc1,-3%[60.1 µM],5%,0%
Cc1cnc(CNc2ncnc3ccc(-c4cccc(NS(C)(=O)=O)c4)cc23)cn1,3%[60.1 µM],-6%,-18%
COc1ccc(-c2nc3cnc(Nc4cccc(OC)c4)nc3n(C3CC3)c2=O)cc1,5%[60.1 µM],3%,?
O=C(c1csnn1)N1CCC2(CC1)CN(c1ccccn1)C2,-14%[60.1 µM],-3%,-6%[57.4 µM]
CC(C)NC(=O)N1CCCC2(CCN(C(=O)c3csnn3)CC2)C1,-3%[60.1 µM],2%,-2%[57.4 µM]
CC(C)CN1CCC2(CC1)CCN(C(=O)c1cccc(F)c1)CC2,6%[60.1 µM],2%,-2%[57.4 µM]
O=c1c(-c2cccc(Cl)c2)nc2cncnc2n1Cc1ccccc1Cl,-10%[60.1 µM],4%,6%
COc1ccc(NC(=O)N2CCCC3(CCN(C(=O)c4cccc(F)c4)CC3)C2)cc1,-4%[60.1 µM],0%,6%[57.4 µM]
COCCn1c(=O)c(-c2ccc(OC)cc2)nc2cnc(OC)nc21,11%[60.1 µM],2%,226%[activator]
COCCn1c(=O)c(-c2ccccc2)nc2cnc(Oc3ccccc3)nc21,-2%[60.1 µM],-3%,-11%
O=c1c(-c2ccccc2)nc2cnc(N3CCOCC3)nc2n1Cc1ccc(F)cc1,-4%[60.1 µM],1%,?
O=c1c(-c2ccc(Cl)cc2)nc2cnc(Oc3ccccc3)nc2n1C1CC1,-4%[60.1 µM],1%,?

# Shown tab-delimited: 22 of the compounds above
Compound	POLK inh	APE1 inh	12-LOX inh
c1cncc(-c2nc(-n3ccnc3)c3ccccc3n2)c1	3%[60.1 µM]	?	?
CNc1cc(-c2ccccc2C(F)(F)F)ncn1	2%[60.1 µM]	2%	?
Cc1ccccc1-c1cc(Nc2ccccc2)ncn1	-5%[60.1 µM]	0%	?
CCNc1ncc2ncc(=O)n(Cc3cccc(OC)c3)c2n1	2%[60.1 µM]	1%	0%
COCCn1c(=O)c(-c2cccs2)nc2cnc(Nc3ccccc3)nc21	-13%[60.1 µM]	9%	?
O=C(c1ccncc1)N1CCC[C@@]2(CCN(Cc3cc(C(F)(F)F)cc(C(F)(F)F)c3)C2)C1	-3%[60.1 µM]	3%	-2%[57.4 µM]
CN(C)c1ncc2nc(-c3cc(F)cc(F)c3)c(=O)n(C)c2n1	?	-10%	26%
COc1ncc2nc(-c3ccc(F)cc3)c(=O)n(-c3ccccc3)c2n1	1%[60.1 µM]	-3%	0%
CCNc1ncc2nc(-c3ccccc3)c(=O)n(CCC#N)c2n1	3%[60.1 µM]	-7%	-18%
COc1ccc2[nH]cc(CCNc3ncncc3-c3ccc(C(=O)N(C)C)cc3)c2c1	6%[60.1 µM]	14%	-11%
COc1ccc(-n2c(=O)c(-c3ccc(Cl)cc3)nc3cnc(N4CCNCC4)nc32)cc1	-3%[60.1 µM]	5%	0%
Cc1cnc(CNc2ncnc3ccc(-c4cccc(NS(C)(=O)=O)c4)cc23)cn1	3%[60.1 µM]	-6%	-18%
COc1ccc(-c2nc3cnc(Nc4cccc(OC)c4)nc3n(C3CC3)c2=O)cc1	5%[60.1 µM]	3%	?
O=C(c1csnn1)N1CCC2(CC1)CN(c1ccccn1)C2	-14%[60.1 µM]	-3%	-6%[57.4 µM]
CC(C)NC(=O)N1CCCC2(CCN(C(=O)c3csnn3)CC2)C1	-3%[60.1 µM]	2%	-2%[57.4 µM]
CC(C)CN1CCC2(CC1)CCN(C(=O)c1cccc(F)c1)CC2	6%[60.1 µM]	2%	-2%[57.4 µM]
O=c1c(-c2cccc(Cl)c2)nc2cncnc2n1Cc1ccccc1Cl	-10%[60.1 µM]	4%	6%
COc1ccc(NC(=O)N2CCCC3(CCN(C(=O)c4cccc(F)c4)CC3)C2)cc1	-4%[60.1 µM]	0%	6%[57.4 µM]
COCCn1c(=O)c(-c2ccc(OC)cc2)nc2cnc(OC)nc21	11%[60.1 µM]	2%	226%[activator]
COCCn1c(=O)c(-c2ccccc2)nc2cnc(Oc3ccccc3)nc21	-2%[60.1 µM]	-3%	-11%
O=c1c(-c2ccccc2)nc2cnc(N3CCOCC3)nc2n1Cc1ccc(F)cc1	-4%[60.1 µM]	1%	?
O=c1c(-c2ccc(Cl)cc2)nc2cnc(Oc3ccccc3)nc2n1C1CC1	-4%[60.1 µM]	1%	?

# The results go on.
SMILES,POLK inh,APE1 inh,12-LOX inh
COc1ccccc1-c1nc(N2CCN(C)CC2)c2ccccc2n1,2%[60.1 µM],2%,28µM*
Cc1ccccc1-c1cc(NCCN2CCOCC2)ncn1,4%[60.1 µM],0%,?
CS(=O)(=O)N1CCC[C@@]2(CCN(c3ccccn3)C2)C1,5%[60.1 µM],2%,1%[57.4 µM]
COc1ccc(Oc2ncc3nc(-c4ccc(OC)cc4)c(=O)n(CCC#N)c3n2)cc1,2%[60.1 µM],4%,189%[activator]
O=S(=O)(c1ccccc1)N1CCC[C@@]2(CCN(c3ncccn3)C2)C1,6%[60.1 µM],0%,-16%[57.4 µM]
CN1CCN(c2ncc3nc(-c4cccc(C#N)c4)c(=O)n(C[C@H]4CCCO4)c3n2)CC1,-6%[60.1 µM],-4%,?
COc1cccc(Cn2c(=O)c(-c3ccc(F)cc3)nc3cnc(N4CCOCC4)nc32)c1,-7%[60.1 µM],?,-36%
COc1cccc(-c2cc(NCc3cnc(C)cn3)ncn2)c1,9%[60.1 µM],-2%,?
COCCn1c(=O)c(CCc2ccccc2)nc2cnc(OC)nc21,-1%[60.1 µM],1%,0%
COc1cccc(Cn2c(=O)c(-c3ccccc3)nc3cnc(N(C)C)nc32)c1,-11%[60.1 µM],15%,-28%
N#CCCn1c(=O)c(-c2cccs2)nc2cnc(Nc3ccccc3)nc21,-2%[60.1 µM],-2%,155%[activator]
COCC(=O)N1CCC2(CCCN(c3ncccn3)C2)CC1,-3%[60.1 µM],5%,?
COCCn1c(=O)c(-c2cn(C)c3ccccc23)nc2cnc(OCc3ccccc3)nc21,-3%[60.1 µM],-3%,251%[activator]
Cc1noc(C)c1C(=O)N1CCC2(CCN(Cc3cc(C(F)(F)F)cc(C(F)(F)F)c3)CC2)CC1,-10%[60.1 µM],12%,-11%[57.4 µM]
c1nc(N2CCNCC2)c2cc(-c3ccoc3)ccc2n1,-19%[60.1 µM],-1%,-16%
CN(C)c1ncc2nc(CCc3ccccc3)c(=O)n(C[C@H]3CCCO3)c2n1,-10%[60.1 µM],-9%,?
COCC(=O)N1CCC2(CCN(Cc3nccs3)CC2)CC1,0%[60.1 µM],1%,-2%[57.4 µM]
O=C(Oc1ccccc1)N1CCC2(CC1)CCN(c1ncccn1)CC2,?,-1%,-2%[57.4 µM]
FC(F)(F)c1ccccc1-c1nc(NCc2cccs2)c2ccccc2n1,?,?,-22%
COc1ccc(-c2nc3cnc(Oc4cccc(Cl)c4)nc3n(C[C@H]3CCCO3)c2=O)cc1,-6%[60.1 µM],-1%,0%

# Screening data: PubChem, National Center for Advancing Translational Sciences (NCATS)
